# PAFAH2 inh = PAFAH2 enzyme inhibitors, primary screen, biochemical, fluorescence polarization, human; Platelet-activating factor acetylhydrolase 2, cytoplasmic (Homo sapiens), Q99487; recombinant PAFAH2, FP-rhodamine activity probe; inhibition, % at 3.39 µM; actives 0.99% (n = 340,000); AID 492956, 2010;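 active = inhibition above the mean over all tested compounds plus 3 SD, cut at about 30% in these data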;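 also: inhibitors block probe labeling of enzyme so polarization drops; 0% = enzyme with DMSO and 100% = wells lacking PAFAH2 protein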
# Fam108B counter = mouse Fam108B serine hydrolase inhibitors, primary screen, counter-screen for RBBP9 inhibitor project, biochemical, fluorescence polarization; actives 0.33% (n = 300,000); AID 1947, 2009; recombinant Fam108B, FP-Rh probe fluorescence polarization; inhibition, % at 9.51 µM;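 active = inhibition above the screen mean inhibition plus 3 SD, computed separately per campaign, cut at about 18% in these data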;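 also: inhibitors lower polarization as less probe binds the enzyme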
# PME-1 inh = PME-1 inhibitors via competitive probe labeling, primary screen, biochemical, fluorescence polarization, FP-Rh probe, HTS; Protein phosphatase methylesterase 1 (Homo sapiens), Q9Y570; recombinant PME-1; inhibition, % at 5.9 µM; actives 0.53% (n = 320,000); AID 2130, 2009;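 active = inhibition above the campaign mean of all compounds plus 3 SD, cut at about 26% in these data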;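 also: competitive labeling of PME-1 active site by serine hydrolase directed probe; 0% = PME-1 with DMSO and 100% = wells lacking PME-1 enzyme; inhibitors block probe labeling so polarization falls and inhibition rises; many of its hits are not listed in these tables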
# PAFAH1B2 inh = PAFAH1B2 enzyme inhibitors, primary screen, biochemical, fluorescence polarization, human; recombinant PAFAH1B2, FP-rhodamine activity probe; inhibition, % at 3.39 µM; actives 1.2% (n = 340,000);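 active = inhibition above the mean of all tested compounds plus 3 SD, cut at about 24% in these data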;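 also: 0% = enzyme with DMSO and 100% = wells lacking PAFAH1B2; many of its hits are not listed in these tables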
# PAFAH1B3 inh = PAFAH1B3 enzyme inhibitors, primary screen, biochemical, fluorescence polarization, human | Platelet-activating factor acetylhydrolase IB subunit alpha1 (Homo sapiens), Q15102 | recombinant PAFAH1B3, FP-rhodamine probe | inhibition, % at 3.39 µM | actives 0.28% (n = 340,000);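 active = inhibition above the screen-wide average of all tested compounds plus 3 SD, cut at about 25% in these data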;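 also: 0% = enzyme with DMSO only and 100% = wells lacking PAFAH1B3 protein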
# PAD4 inh = human PAD4 inhibitors, primary screen, biochemical, fluorescence polarization, 1536-well format; inhibition, % at 6.36 µM; recombinant PAD4, RCA probe fluorescence polarization; actives 0.41% (n = 330,000); AID 485272, 2010; Protein-arginine deiminase type-4 (Homo sapiens), Q9UM07;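 active = percent inhibition above a cutoff equal to the mean of all tested compounds plus 3 SD, cut at about 15% in these data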;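 also: 0% = PAD4 with RCA probe and DMSO and 100% = probe without PAD4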
# Target sequence (Q9UM07 whole entry, looked up): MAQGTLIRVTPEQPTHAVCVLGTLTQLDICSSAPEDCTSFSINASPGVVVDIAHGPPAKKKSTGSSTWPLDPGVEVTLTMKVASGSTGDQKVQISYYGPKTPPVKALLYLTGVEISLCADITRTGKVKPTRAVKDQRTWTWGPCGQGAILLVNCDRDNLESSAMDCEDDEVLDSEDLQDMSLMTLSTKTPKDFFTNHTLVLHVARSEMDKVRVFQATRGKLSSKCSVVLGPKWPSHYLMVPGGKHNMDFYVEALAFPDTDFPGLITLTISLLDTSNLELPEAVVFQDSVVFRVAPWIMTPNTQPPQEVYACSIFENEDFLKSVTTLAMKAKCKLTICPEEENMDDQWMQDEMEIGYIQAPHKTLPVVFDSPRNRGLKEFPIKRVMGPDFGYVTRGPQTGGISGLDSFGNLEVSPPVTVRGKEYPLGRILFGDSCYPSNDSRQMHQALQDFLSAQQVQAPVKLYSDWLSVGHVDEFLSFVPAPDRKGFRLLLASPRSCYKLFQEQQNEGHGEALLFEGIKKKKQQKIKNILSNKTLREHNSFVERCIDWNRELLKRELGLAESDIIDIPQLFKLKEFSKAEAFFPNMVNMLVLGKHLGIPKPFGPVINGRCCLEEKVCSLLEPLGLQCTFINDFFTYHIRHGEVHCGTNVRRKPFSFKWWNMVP
# GSTO1 counter = inhibitors of recombinant GSTO1, primary screen, counter-screen for RBBP9 inhibitor project, biochemical, fluorescence polarization. Glutathione S-transferase omega-1 (Homo sapiens), P78417. activity-based probe fluorescence polarization. inhibition, % at 5.96 µM. actives 1.1% (n = 300,000);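 active = inhibition above the campaign mean inhibition plus 3 SD, cut at about 35% in these data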;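 also: 0% = GSTO1-1 with DMSO and 100% = wells lacking GSTO1-1 enzyme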
# pPAFAH FP inh = pPAFAH enzyme inhibitors, primary screen, biochemical, fluorescence polarization, human; AID 463082, 2010; actives 1.5% (n = 330,000); inhibition, % at 3.39 µM; recombinant pPAFAH, FP-rhodamine probe fluorescence polarization;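 active = inhibition above the mean inhibition across the screen plus 3 SD, cut at about 25% in these data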;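 also: inhibitors block binding of the rhodamine activity-based probe so polarization drops; 0% = enzyme with DMSO and 100% = wells lacking pPAFAH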
# Target sequence (Q13093 whole entry, looked up): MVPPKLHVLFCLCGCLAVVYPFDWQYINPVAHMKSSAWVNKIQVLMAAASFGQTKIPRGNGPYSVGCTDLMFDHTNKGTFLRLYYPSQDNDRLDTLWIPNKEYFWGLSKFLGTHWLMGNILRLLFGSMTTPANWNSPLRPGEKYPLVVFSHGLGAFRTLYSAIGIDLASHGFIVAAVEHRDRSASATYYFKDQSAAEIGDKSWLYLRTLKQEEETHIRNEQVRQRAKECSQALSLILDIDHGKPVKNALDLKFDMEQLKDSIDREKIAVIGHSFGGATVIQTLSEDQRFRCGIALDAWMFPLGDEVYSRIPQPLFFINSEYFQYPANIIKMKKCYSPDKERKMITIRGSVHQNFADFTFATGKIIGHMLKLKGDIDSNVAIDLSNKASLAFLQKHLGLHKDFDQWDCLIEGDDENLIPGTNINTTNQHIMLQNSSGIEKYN
# LYPLA1 inh = LYPLA1 inhibitors, primary screen, counter-screen for PME1 inhibitor project, biochemical, fluorescence polarization, FP-Rh probe ABPP. recombinant LYPLA1. inhibition, % at 5.9 µM. actives 0.16% (n = 320,000);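 active = inhibition above the mean of all tested compounds plus 3 SD, set per campaign, cut at about 14% in these data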;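 also: inhibitors block serine hydrolase probe labeling of LYPLA1 so polarization falls; 0% = enzyme with DMSO and 100% = wells lacking LYPLA1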
# Numbers without * were called inactive; x = no result given. This is a subset, so the mix of outcomes need not match the whole.
1. CCn1ncc(Br)c1C(=O)Nc1cccc(F)c1
2. CC1CCCC(C(=O)O)N1C(=O)CCSSCCC(=O)N1C(C)CCCC1C(=O)O (centres undefined)
3. C[N+](C)(C)C(Cc1ccccc1)C(=O)[O-] (centres undefined)
4. CC(=O)Nc1ccc(N=NN2CCOCC2)cc1
5. O=C(O)C1CCN(Cc2cccnc2)CC1
6. NCCCC(=O)N1c2ccccc2Sc2ccc(Cl)cc21
7. CC(=O)c1ccc(S(=O)(=O)N(C)CC(=O)N2CCCCCC2)cc1
8. CCN1CCN(C(=S)Nc2ccc(Cl)cc2)CC1
9. Cc1cccc(C)c1NC(=O)COC(=O)c1nonc1N
10. COCCCNC(=O)[C@H](CSCc1ccccc1)N1Cc2ccccc2C1=O

assay / entry,1,2,3,4,5,6,7,8,9,10
PAFAH2 inh,2,2,-2,4,0,-4,2,-7,4,4
Fam108B counter,-1,1,0,0,2,2,2,-1,2,-2
PME-1 inh,7,-1,-3,1,-2,-7,3,0,-2,2
PAFAH1B2 inh,1,-4,8,2,4,10,2,-2,2,4
PAFAH1B3 inh,7,16,7,0,8,5,6,11,8,0
PAD4 inh,4,-3,1,-2,-2,-1,-3,4,-4,-5
GSTO1 counter,-6,-2,7,6,-2,-5,1,4,-2,-7
pPAFAH FP inh,-2,0,4,1,6,5,1,2,-5,-4
LYPLA1 inh,1,-1,0,0,0,-1,-4,-5,-2,0

11. N#CCC(=O)N/N=C/c1cn(Cc2ccc(Cl)c(Cl)c2)c2ccccc12
12. CC(C)(C)c1ccc(NC(=O)c2ccsc2)cc1
13. COc1cc(C(=O)Nc2nc(N)n(-c3ccccc3)n2)cc(OC)c1OC
14. O=C(/C=C/c1ccc2ccccc2n1)N1CCN(S(=O)(=O)c2ccccc2F)CC1
15. COc1ccc(CCN(C)C(=O)COc2ccc(N(C)S(=O)(=O)c3ccc(C)cc3)cc2)cc1OC
16. Cc1ccc(OCc2nnc(SCC(=O)C(C)(C)C)n2Cc2ccco2)cc1
17. CN(CC(=O)Nc1ccccc1Br)C(=O)c1ccc2c(=O)n3c(nc2c1)CCC3
18. CCOc1cc(C(=O)N2CCC3(CC2)NCCc2[nH]cnc23)cc(OCC)c1OCC
19. Cc1cccc(NC(=O)CSCC(=O)Nc2cccc(S(=O)(=O)N3CCCCCC3)c2)c1
20. CCOC(=O)c1ccc(NC(=O)CCS(=O)(=O)c2cccc3nonc23)cc1

assay / entry,11,12,13,14,15,16,17,18,19,20
PAFAH2 inh,1,x,2,1,1,5,8,4,5,1
Fam108B counter,-4,1,3,-4,-3,-4,x,-6,0,-1
PME-1 inh,-4,1,-2,4,6,-5,10,-1,-1,-5
PAFAH1B2 inh,4,x,5,3,2,0,0,7,4,0
PAFAH1B3 inh,2,x,9,-2,-5,-1,-2,-6,1,9
PAD4 inh,-7,2,1,-3,-1,-1,0,-4,-3,2
GSTO1 counter,1,1,3,-9,0,7,x,-6,-4,3
pPAFAH FP inh,7,4,7,-2,8,12,3,4,-1,6
LYPLA1 inh,-1,0,-2,0,-2,-3,-2,3,-6,-6

21. CC(=O)Nc1ccc(Nc2ccc([N+](=O)[O-])cn2)cc1
22. Cc1ccc2nc(N3C(=O)CNC3=S)sc2c1
23. CCOc1cccc(C(=O)NC(=S)Nc2cccc(NC(=O)c3ccccc3Cl)c2)c1
24. O=C(NCCc1ccccc1)C(=O)NCc1ccncc1
25. CC(=O)Nc1ccc(C(=O)NCCN2CCOCC2)cc1
26. COc1cc(/C=N/OCC(=O)Nc2ccc(OC(F)F)cc2)ccc1OCc1ccccc1
27. Cc1ccc(OCC(=O)N/N=C\c2cccs2)c([N+](=O)[O-])c1
28. CCOC(=O)CN1CC23C=CC(O2)C(C(=O)NC2CCCCC2)C3C1=O (centres undefined)
29. CCCc1nc(SCC(=O)NCc2ccco2)c2c(=O)n(C)c(=O)n(C)c2n1
30. CN=C(c1ccc([N+](=O)[O-])cc1)N1CCCCC1

assay / entry,21,22,23,24,25,26,27,28,29,30
PAFAH2 inh,-1,x,-49,-1,-8,-24,5,8,4,-1
Fam108B counter,-5,2,2,3,-3,-20,-3,-2,5,4
PME-1 inh,6,5,12,3,3,-21,1,-2,1,7
PAFAH1B2 inh,1,x,-12,8,8,-5,-3,7,4,-6
PAFAH1B3 inh,3,x,-18,1,1,-6,2,8,2,10
PAD4 inh,-6,-4,0,-2,-8,0,3,-3,2,-4
GSTO1 counter,-2,0,-1,6,-1,-5,-2,9,0,3
pPAFAH FP inh,1,6,-15,-3,7,-9,6,0,-9,4
LYPLA1 inh,3,1,-16,-3,3,-13,-1,2,1,-2

31. O=C(COC(=O)c1cc(-c2ccco2)nc2ccccc12)NCc1ccccc1
32. CCCCn1c(N)c(N(CC(C)C)C(=O)CCCc2nc3ccccc3s2)c(=O)[nH]c1=O
33. O=C(NCCCN1CCCCC1)C1(S(=O)(=O)c2ccc(Cl)cc2)CC1
34. NC(=O)C1=C[C@H](c2coc3ccccc3c2=O)C[C@H](OCCCCO)O1
35. Nc1ccc(N2CCOCC2)cc1C(F)(F)F
36. CCn1c(C)nc2cc(N)ccc21
37. CC(NS(=O)(=O)c1ccc(F)cc1)C(c1cccs1)N1CCOCC1 (centres undefined)
38. O=C(COC(=O)c1ccncc1)c1ccc(Cl)c(Cl)c1
39. Cc1cc(C)c(C)c(S(=O)(=O)Nc2ccc(OCC(=O)O)cc2)c1C
40. Cc1onc(-c2ccccc2Cl)c1C(=O)N1CCOC12CCCCC2

assay / entry,31,32,33,34,35,36,37,38,39,40
PAFAH2 inh,4,6,0,0,-1,-1,5,2,-3,-6
Fam108B counter,2,-1,-2,2,1,-3,-3,-4,-2,-4
PME-1 inh,4,-1,-4,2,2,4,2,-3,-10,5
PAFAH1B2 inh,-3,6,3,7,1,3,6,-3,0,0
PAFAH1B3 inh,1,5,4,1,1,0,-2,2,-1,10
PAD4 inh,-4,-1,3,1,-2,0,-2,-4,-4,-6
GSTO1 counter,5,7,2,4,-1,12,6,2,5,-5
pPAFAH FP inh,34*,-2,-3,3,-4,-1,-2,3,-4,4
LYPLA1 inh,-10,0,-3,4,2,2,4,-1,-1,2

# Four entries from above in a different format.
37. CC(NS(=O)(=O)c1ccc(F)cc1)C(c1cccs1)N1CCOCC1 (centres undefined)
  PAFAH2 inh = 5 | Fam108B counter = -3 | PME-1 inh = 2 | PAFAH1B2 inh = 6 | PAFAH1B3 inh = -2 | PAD4 inh = -2 | GSTO1 counter = 6 | pPAFAH FP inh = -2 | LYPLA1 inh = 4
38. O=C(COC(=O)c1ccncc1)c1ccc(Cl)c(Cl)c1
  PAFAH2 inh = 2 | Fam108B counter = -4 | PME-1 inh = -3 | PAFAH1B2 inh = -3 | PAFAH1B3 inh = 2 | PAD4 inh = -4 | GSTO1 counter = 2 | pPAFAH FP inh = 3 | LYPLA1 inh = -1
39. Cc1cc(C)c(C)c(S(=O)(=O)Nc2ccc(OCC(=O)O)cc2)c1C
  PAFAH2 inh = -3 | Fam108B counter = -2 | PME-1 inh = -10 | PAFAH1B2 inh = 0 | PAFAH1B3 inh = -1 | PAD4 inh = -4 | GSTO1 counter = 5 | pPAFAH FP inh = -4 | LYPLA1 inh = -1
40. Cc1onc(-c2ccccc2Cl)c1C(=O)N1CCOC12CCCCC2
  PAFAH2 inh = -6 | Fam108B counter = -4 | PME-1 inh = 5 | PAFAH1B2 inh = 0 | PAFAH1B3 inh = 10 | PAD4 inh = -6 | GSTO1 counter = -5 | pPAFAH FP inh = 4 | LYPLA1 inh = 2

# Following part
41. COc1ccc([C@H]2CC(=O)C=C(c3cccc(Cl)c3)C2)cc1OC
42. C[C@@]12CCC[C@H](O1)[C@@H]([C@H](O)c1ccccc1)O2
43. Cc1cccc(C)c1N(CC(=O)N1CCOCC1)S(C)(=O)=O
44. Cc1cc(C)nc(SC2CCCCC2NS(=O)(=O)c2ccccc2)n1 (centres undefined)
45. COc1ccc(CC(=O)N/N=C(\C)CC(=O)Nc2cccc(F)c2)cc1
46. CCn1c(Cc2cccc3ccccc23)nnc1SCC(=O)Nc1nccs1
47. O=C(COC(=O)C1CC2C=CC1C2)NCc1ccccc1Cl (centres undefined)
48. CC(C)CCSc1nc(N2CCOCC2)c2c(c1C#N)CC(C)(C)OC2
49. COc1ccccc1NC(=O)COC(=O)c1ccc(S(=O)(=O)NCc2ccco2)cc1
50. CC(C)CC(c1nnnn1Cc1ccco1)N1CCN(C2CCCC2)CC1 (centres undefined)

assay / entry,41,42,43,44,45,46,47,48,49,50
PAFAH2 inh,0,2,7,-8,9,-2,45*,7,1,1
Fam108B counter,x,x,0,-2,1,4,2,4,-3,-1
PME-1 inh,4,x,-1,-4,1,-8,-2,-7,4,-2
PAFAH1B2 inh,8,4,6,5,1,2,8,-1,-5,5
PAFAH1B3 inh,8,1,-5,3,8,-5,2,4,0,5
PAD4 inh,2,-2,0,-4,-2,-3,-2,-3,-2,-1
GSTO1 counter,x,x,-3,4,7,7,-4,-15,-3,1
pPAFAH FP inh,5,-1,0,3,5,0,16,6,22,7
LYPLA1 inh,-2,x,-1,0,2,-1,6,0,0,0

51. O=C(NCCc1ccc(F)cc1)C(=O)NCC1CCCN1S(=O)(=O)c1cccs1 (centres undefined)
52. CCNC(=O)c1cccc(S(=O)(=O)N2CCCCCC2)c1
53. Cc1ccc(NC(=O)CN2C(=O)NC3(CCCc4ccccc43)C2=O)c(Cl)c1 (centres undefined)
54. NC(=O)c1c(NC(=O)C2CCCO2)sc2c1CCCC2 (centres undefined)
55. CSc1nsc(SC)c1C(=O)Nc1ccc(C(C)(C)C)cc1
56. Cc1cc(C)n2nc(C(=O)OC(C)C(=O)c3cc(C)c(C)cc3C)nc2n1 (centres undefined)
57. O=C(CSc1ccc2c(c1)OCCO2)N1CCN(c2ccccc2)CC1
58. Cc1cc(Br)ccc1NC(=O)CNC(=O)COc1ccccc1C
59. O=C(O)c1ccc(Nc2c3ccccc3nc3ccccc23)cc1
60. O=c1[nH]c(Cc2cccc(C(F)(F)F)c2)nc2ccccc12
61. O=C(Nc1ccc(N2CCOCC2)cc1)C1CCCN(S(=O)(=O)c2ccccc2)C1 (centres undefined)

assay / entry,51,52,53,54,55,56,57,58,59,60,61
PAFAH2 inh,-2,2,3,4,4,-6,3,2,-11,9,1
Fam108B counter,-1,1,x,-2,-9,-3,x,1,0,-7,2
PME-1 inh,-3,-1,x,-5,-2,-8,-1,0,0,-4,9
PAFAH1B2 inh,2,-2,4,-2,8,2,9,5,8,4,-1
PAFAH1B3 inh,5,-2,9,5,8,2,-6,-8,5,5,-1
PAD4 inh,-9,2,0,0,0,-1,6,-2,-6,4,-2
GSTO1 counter,-8,-1,x,7,3,3,x,4,-2,6,10
pPAFAH FP inh,1,5,6,6,0,0,4,1,3,6,2
LYPLA1 inh,2,0,x,-1,-4,3,-1,4,-2,2,-2

# High-throughput results as filed in PubChem.
